Screening results (PubChem BioAssay)
Y pestis TopoI: Y. pestis Topo-I inhibition via cleavage products; Y. pestis Topo-I cleavage product accumulation, plate reader; activity, % at 10 µM; hit rate 0.064% among 360,000; AID 504884; in the data active = activity above about 50%, passing the limit was not always enough; inconclusive = no clear call, values can overlap the other calls; also: inactives centre near 2
PfHsp40 yeast: compounds rescuing yeast from Plasmodium falciparum HSP40 toxicity; S. cerevisiae expressing PfHsp40, growth rescue, ATP luminescence; growth rescue, % at 12.5 µM; hit rate 0.68% among 340,000; in the data active = growth rescue above about 28%, passing the limit was not always enough; inconclusive = no clear call, values can overlap the other calls;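 also: yeast W303a lacking pdr1 and pdr3 grown in galactose medium; growth measured after three days at 30 °C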
BoNT A protease: inhibitors of Botulinum neurotoxin A light chain protease. multiplex microsphere protease substrate cleavage, flow cytometry. inhibition, % at 10 µM. hit rate 0.17% among 360,000. AID 588499; also: plate controls were buffer without enzyme for full effect and enzyme alone for no effect
TcdB inh: inhibitors of Clostridioides difficile toxin B glycohydrolase. inhibition, % at 9.99 µM. AID 652162. hit rate 0.24% among 350,000. P18177. TcdB glycohydrolase enzymatic assay, plate reader; in the data active = inhibition above about 10%
Target sequence (P18177 whole entry, looked up): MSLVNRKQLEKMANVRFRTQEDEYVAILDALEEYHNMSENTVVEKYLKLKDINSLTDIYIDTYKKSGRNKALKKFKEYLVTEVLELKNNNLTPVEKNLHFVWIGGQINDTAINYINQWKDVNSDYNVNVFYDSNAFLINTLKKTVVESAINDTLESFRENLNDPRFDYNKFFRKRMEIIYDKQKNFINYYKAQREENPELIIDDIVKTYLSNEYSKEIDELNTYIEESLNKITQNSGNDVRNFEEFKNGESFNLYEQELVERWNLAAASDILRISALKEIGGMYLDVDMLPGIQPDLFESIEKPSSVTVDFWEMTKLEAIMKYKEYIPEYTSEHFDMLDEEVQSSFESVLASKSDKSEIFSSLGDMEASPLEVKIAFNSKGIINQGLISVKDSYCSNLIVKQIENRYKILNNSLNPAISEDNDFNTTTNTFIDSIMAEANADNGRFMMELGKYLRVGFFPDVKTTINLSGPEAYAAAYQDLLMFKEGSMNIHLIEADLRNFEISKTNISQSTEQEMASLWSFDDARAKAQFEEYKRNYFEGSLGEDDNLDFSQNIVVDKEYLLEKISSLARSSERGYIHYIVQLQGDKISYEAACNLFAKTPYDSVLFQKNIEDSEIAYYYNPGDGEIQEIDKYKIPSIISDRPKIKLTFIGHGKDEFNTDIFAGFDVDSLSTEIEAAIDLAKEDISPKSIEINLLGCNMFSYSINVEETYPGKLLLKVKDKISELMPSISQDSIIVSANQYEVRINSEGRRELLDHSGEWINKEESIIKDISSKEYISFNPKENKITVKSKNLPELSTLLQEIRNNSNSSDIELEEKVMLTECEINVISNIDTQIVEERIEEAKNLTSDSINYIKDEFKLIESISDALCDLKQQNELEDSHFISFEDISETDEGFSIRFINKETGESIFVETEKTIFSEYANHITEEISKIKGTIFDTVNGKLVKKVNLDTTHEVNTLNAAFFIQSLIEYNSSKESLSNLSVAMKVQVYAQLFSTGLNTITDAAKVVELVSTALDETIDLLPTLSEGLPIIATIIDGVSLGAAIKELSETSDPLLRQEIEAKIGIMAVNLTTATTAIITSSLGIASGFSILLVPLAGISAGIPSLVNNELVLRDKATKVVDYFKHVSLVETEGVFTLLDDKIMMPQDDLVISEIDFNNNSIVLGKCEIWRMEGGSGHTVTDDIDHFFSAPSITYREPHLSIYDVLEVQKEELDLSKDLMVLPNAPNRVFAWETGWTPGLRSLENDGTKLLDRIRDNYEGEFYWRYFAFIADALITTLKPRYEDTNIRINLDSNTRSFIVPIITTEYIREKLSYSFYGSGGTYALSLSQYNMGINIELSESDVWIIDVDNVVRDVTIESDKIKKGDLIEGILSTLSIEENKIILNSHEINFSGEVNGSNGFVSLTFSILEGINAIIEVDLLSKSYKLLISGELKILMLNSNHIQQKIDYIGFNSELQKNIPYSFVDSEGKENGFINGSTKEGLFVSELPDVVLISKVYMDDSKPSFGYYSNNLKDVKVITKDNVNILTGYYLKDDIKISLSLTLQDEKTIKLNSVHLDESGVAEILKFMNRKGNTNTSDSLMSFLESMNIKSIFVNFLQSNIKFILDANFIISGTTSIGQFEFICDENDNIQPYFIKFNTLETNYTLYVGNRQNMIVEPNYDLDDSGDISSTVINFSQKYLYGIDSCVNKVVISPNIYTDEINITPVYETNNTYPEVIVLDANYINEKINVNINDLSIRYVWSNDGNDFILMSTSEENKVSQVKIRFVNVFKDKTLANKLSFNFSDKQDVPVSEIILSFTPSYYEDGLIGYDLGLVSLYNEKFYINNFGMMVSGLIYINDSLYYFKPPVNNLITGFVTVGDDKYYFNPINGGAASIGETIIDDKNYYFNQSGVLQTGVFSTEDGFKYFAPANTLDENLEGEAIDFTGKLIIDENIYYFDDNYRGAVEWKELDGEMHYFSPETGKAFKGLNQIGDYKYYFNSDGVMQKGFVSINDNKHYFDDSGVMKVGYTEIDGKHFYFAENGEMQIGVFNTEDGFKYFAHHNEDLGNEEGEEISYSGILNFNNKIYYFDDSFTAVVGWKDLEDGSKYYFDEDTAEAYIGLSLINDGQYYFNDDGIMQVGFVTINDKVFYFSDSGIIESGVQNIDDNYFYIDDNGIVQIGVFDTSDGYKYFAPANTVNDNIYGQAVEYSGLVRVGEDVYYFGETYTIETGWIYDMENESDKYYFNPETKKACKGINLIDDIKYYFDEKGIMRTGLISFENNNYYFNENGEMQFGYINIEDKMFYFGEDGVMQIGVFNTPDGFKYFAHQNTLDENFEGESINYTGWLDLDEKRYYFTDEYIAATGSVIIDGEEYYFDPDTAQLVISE
Vc quorum ag: quorum light induction in luxS cqsA deficient V. cholerae; V. cholerae BH1578 lux reporter, luminescence, 6 h; activation, % at 18.7 µM; hit rate 0.16% among 350,000; AID 588436; in the data active = activation mostly above about 9.7%, no sharp cut-off; inconclusive = no clear call, values can overlap the other calls; inactive = mostly below about 3.7%; also: not every result past the cut was called active; inactives centre near 0; reference of the scale not given here
PrPC TRFRET: inhibitors of human cell surface prion protein PrPC | TR-FRET read-out | P04156 | hit rate 0.43% among 370,000 | inhibition, % at 13.8 µM | AID 720596; in the data active = inhibition above about 24%; also: 0% = median of the test wells and 100% = reference compound wells
Anthrax LF inh2: blocks Bacillus anthracis lethal factor protease; P15917; hit rate 0.12% among 360,000; multiplex microsphere protease cleavage assay, LF; inhibition, % at 10 µM; also: plate controls were buffer without enzyme for full effect and enzyme alone for no effect
PriA SSB inh: inhibitors of Klebsiella pneumoniae PriA binding to SSB C-terminal tail | AlphaScreen SSBct-PriA binding, biotinylated peptide | inhibition, % at 33 µM | hit rate 0.6% among 430,000 | AID 1272365; in the data active = inhibition mostly above about 37%, no sharp cut-off; inactive = mostly below about 20%;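 also: plate controls were negative control peptide for no effect and reference peptide for full effect; strong numbers were not always called active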
3CLpro inhibitor: SARS-CoV 3CLpro protease inhibition | P0C6X7 | recombinant SARS-CoV 3CLpro, quenched FRET peptide cleavage | inhibition, % at 6 µM | hit rate 0.14% among 290,000 | AID 1706; in the data active = inhibition above about 12%
Starred values were filed as active, the others as inactive. Rule as the data show it, unless noted: active = inhibition above about 30%; inconclusive = no clear call, values can overlap the other calls; inactive = below that. The list is partial; count on the stated rates, not on these rows.

Screening O=C(CN1CCC(Cc2ccccc2)CC1)NC(=O)NC1CCCCC1 returned Y pestis TopoI 14, PfHsp40 yeast -0.3, BoNT A protease -0.9, TcdB inh 0.4, Vc quorum ag -0.3, PrPC TRFRET 2, Anthrax LF inh2 -5, PriA SSB inh -15 and 3CLpro inhibitor -1.
For Cc1ccc(-c2nc(CS(=O)CC(=O)NC(C)CCc3ccccc3)c(C)o2)cc1 (stereo not given) the results were Y pestis TopoI 22, PfHsp40 yeast 0.6, BoNT A protease 1.1, TcdB inh 2.1, Vc quorum ag 12, PrPC TRFRET 9, Anthrax LF inh2 0, PriA SSB inh -16 and 3CLpro inhibitor 3.
For COc1ccc(Oc2ccc(N/C=C3/CCCC3=O)cc2)cc1 the results were Y pestis TopoI 25, PfHsp40 yeast -0.7, BoNT A protease -0.7, TcdB inh 0.8, Vc quorum ag -0.4, PrPC TRFRET 6, Anthrax LF inh2 -6, PriA SSB inh 3 and 3CLpro inhibitor 0.
Screening O=C(NCCCn1ccnc1)c1ccc(-c2cccc(Cl)c2Cl)o1 returned Y pestis TopoI 16, PfHsp40 yeast inconclusive, BoNT A protease -2.1, TcdB inh -0.6, Vc quorum ag inactive, PrPC TRFRET -6, Anthrax LF inh2 2 and PriA SSB inh 12.
Cn1nnnc1SCC(=O)Nc1cc(C(=O)O)cc(C(=O)O)c1 was read as Y pestis TopoI 0, PfHsp40 yeast -0.3, BoNT A protease inconclusive, Vc quorum ag -0.2, PrPC TRFRET -8, Anthrax LF inh2 2, PriA SSB inh -13 and 3CLpro inhibitor -3.
For N#CC(C(=O)Nc1ccccc1)=C1CCCCC1 the results were Y pestis TopoI -3, PfHsp40 yeast -1.9, BoNT A protease -0.4, Vc quorum ag inactive, PrPC TRFRET -4, Anthrax LF inh2 -3, PriA SSB inh -10 and 3CLpro inhibitor -1.
Screening COc1ccc(-c2noc(CN3CCN(c4ccccc4)CC3)n2)cc1 returned Y pestis TopoI 11, PfHsp40 yeast 11, BoNT A protease -0.4, TcdB inh 0.5, Vc quorum ag -0.2, PrPC TRFRET -5, Anthrax LF inh2 -11, PriA SSB inh -1 and 3CLpro inhibitor -4.
O=C(CCCc1ccccc1)Nc1ccccc1C(F)(F)F was read as Y pestis TopoI 2, PfHsp40 yeast -0.6, BoNT A protease 0.0, TcdB inh 0.6, Vc quorum ag inactive, PrPC TRFRET 8, Anthrax LF inh2 0, PriA SSB inh -17 and 3CLpro inhibitor 3.
`O=C(CCC(=O)OCCCC(F)(F)C(F)(F)F)Nc1ccccc1` gave Y pestis TopoI -2, PfHsp40 yeast -0.2, BoNT A protease -0.6, TcdB inh 0.7, Vc quorum ag inactive, PrPC TRFRET -5, Anthrax LF inh2 -6, PriA SSB inh -15 and 3CLpro inhibitor 2.
O=C1C(Cc2ccccc2)Nc2ncnc(N3CCCCC3)c2N1Cc1ccccc1 (stereo not given) was read as Y pestis TopoI -3, PfHsp40 yeast 3.7, BoNT A protease 0.8, TcdB inh 0.0, Vc quorum ag 0.8, PrPC TRFRET -4, Anthrax LF inh2 0 and PriA SSB inh -6.
Screening Cc1ccc(C2CC(c3cccs3)=NN2C(=O)CCl)cc1 (stereo not given) returned Y pestis TopoI 19, PfHsp40 yeast 1.3, BoNT A protease 1.1, TcdB inh 1.4, Vc quorum ag inactive, PrPC TRFRET 5, Anthrax LF inh2 -5, PriA SSB inh 0 and 3CLpro inhibitor 55*.
Screening O=C(NC1CC1)C1CCN(c2ncccn2)CC1 returned Y pestis TopoI 4, PfHsp40 yeast -0.6, BoNT A protease -0.3, TcdB inh 0.7, Vc quorum ag -0.2, PrPC TRFRET 2, Anthrax LF inh2 2, PriA SSB inh -9 and 3CLpro inhibitor 1.

Overlap with the part before: 3 entries, then new ones.
O=C1C(Cc2ccccc2)Nc2ncnc(N3CCCCC3)c2N1Cc1ccccc1 (stereo not given) was read as Y pestis TopoI -3, PfHsp40 yeast 3.7, BoNT A protease 0.8, TcdB inh 0.0, Vc quorum ag 0.8, PrPC TRFRET -4, Anthrax LF inh2 0 and PriA SSB inh -6.
Screening Cc1ccc(C2CC(c3cccs3)=NN2C(=O)CCl)cc1 (stereo not given) returned Y pestis TopoI 19, PfHsp40 yeast 1.3, BoNT A protease 1.1, TcdB inh 1.4, Vc quorum ag inactive, PrPC TRFRET 5, Anthrax LF inh2 -5, PriA SSB inh 0 and 3CLpro inhibitor 55*.
Screening O=C(NC1CC1)C1CCN(c2ncccn2)CC1 returned Y pestis TopoI 4, PfHsp40 yeast -0.6, BoNT A protease -0.3, TcdB inh 0.7, Vc quorum ag -0.2, PrPC TRFRET 2, Anthrax LF inh2 2, PriA SSB inh -9 and 3CLpro inhibitor 1.
`C=C(Br)Cn1c(CC)nc2ccccc21` gave Y pestis TopoI 1, PfHsp40 yeast -0.5, BoNT A protease 1.4, Vc quorum ag -3.7, PrPC TRFRET 0, Anthrax LF inh2 1, PriA SSB inh -2 and 3CLpro inhibitor 3.
For CC(C)(C)c1csc(NC(=O)c2cccnc2Cl)n1 the results were Y pestis TopoI 11, PfHsp40 yeast 0.2, BoNT A protease 0.7, TcdB inh 2.8, Vc quorum ag inactive, PrPC TRFRET 2, Anthrax LF inh2 6 and PriA SSB inh 3.
Cc1ccccc1C(=O)Nc1ccc2nc3n(c(=O)c2c1)CCCC3 was read as Y pestis TopoI 2, PfHsp40 yeast 0.3, BoNT A protease -1.6, TcdB inh 0.1, Vc quorum ag -0.5, PrPC TRFRET -2, Anthrax LF inh2 -5, PriA SSB inh -4 and 3CLpro inhibitor -2.
For c1coc(C2Nc3ccccc3C3OCCC23)c1 (stereo not given) the results were Y pestis TopoI 5, PfHsp40 yeast -0.1, BoNT A protease -1.1, Vc quorum ag -0.5, PrPC TRFRET 1, Anthrax LF inh2 5, PriA SSB inh 3 and 3CLpro inhibitor 2.
Screening O=C(Nc1cc(-c2ccccc2)nn1C1CCCCC1)c1ccc(Cl)cc1 returned Y pestis TopoI 4, PfHsp40 yeast 1.3, BoNT A protease 0.4, TcdB inh 0.2, Vc quorum ag -10, PrPC TRFRET -7, Anthrax LF inh2 -2 and PriA SSB inh -26.
For CC(=O)Nc1ccc(NC(=O)Nc2ccccc2C)cc1 the results were Y pestis TopoI 4, PfHsp40 yeast -0.2, BoNT A protease 0.4, TcdB inh 1.9, Vc quorum ag inactive, PrPC TRFRET 6, Anthrax LF inh2 5, PriA SSB inh -8 and 3CLpro inhibitor -1.
`O=C(c1cc2cc(Cl)cc(Cl)c2oc1=O)N1CCOCC1` gave Y pestis TopoI -4, PfHsp40 yeast -1.1, BoNT A protease -0.3, Vc quorum ag -0.6, PrPC TRFRET -1, Anthrax LF inh2 2, PriA SSB inh -3 and 3CLpro inhibitor 2.
For Cc1ccc(/C=N/N=C2\SCC(=O)N2CC2CC2)cc1 the results were Y pestis TopoI 13, PfHsp40 yeast -1.1, BoNT A protease 0.1, TcdB inh -0.7, Vc quorum ag -0.9, PrPC TRFRET 3, Anthrax LF inh2 -6 and 3CLpro inhibitor 2.
`Cc1ccc(NC(=O)N2CCc3ccccc32)cc1` gave Y pestis TopoI 10, PfHsp40 yeast -0.7, BoNT A protease -0.6, Vc quorum ag 7.1, PrPC TRFRET 7, Anthrax LF inh2 -4, PriA SSB inh -9 and 3CLpro inhibitor 0.
`CC(C)CN(C(=O)CCC(=O)OCC(=O)N(C)c1ccccc1)c1c(N)n(CC(C)C)c(=O)[nH]c1=O` gave Y pestis TopoI -1, PfHsp40 yeast 0.4, BoNT A protease -0.6, TcdB inh 1.0, Vc quorum ag inactive, PrPC TRFRET -1, Anthrax LF inh2 -1 and PriA SSB inh -9.
For CCOc1ccc(C(=O)NCc2cccnc2)cc1[N+](=O)[O-] the results were Y pestis TopoI -13, PfHsp40 yeast -1.6, BoNT A protease -0.5, TcdB inh 2.7, Vc quorum ag -0.5, PrPC TRFRET -13, Anthrax LF inh2 -1, PriA SSB inh -1 and 3CLpro inhibitor -4.
COC(=O)C(O)(NC(=O)OCc1ccccc1)C(F)(F)F (stereo not given) was read as Y pestis TopoI 2, PfHsp40 yeast -0.2, BoNT A protease 1.1, Vc quorum ag -2.0, PrPC TRFRET 2, Anthrax LF inh2 -4, PriA SSB inh 4 and 3CLpro inhibitor 6.
Screening COc1ccc(CCNC(=O)CN(c2ccc(C)cc2)S(=O)(=O)c2c(C)noc2C)cc1OC returned Y pestis TopoI 5, PfHsp40 yeast 0.3, BoNT A protease 0.2, PrPC TRFRET -2, Anthrax LF inh2 0, PriA SSB inh -4 and 3CLpro inhibitor 5.
For O=C1NC[C@H](CCCCN2C[C@H](Cc3ccc(O)cc3)N(CCC3CCCCC3)C(=O)C2=O)N(CC2CCCCC2)C1=O the results were BoNT A protease 0.9, TcdB inh 0.8, PrPC TRFRET 15 and Anthrax LF inh2 5.
Screening Cc1c(CC(=O)NCC(=O)N[C@H](Cc2ccccc2)C(=O)O)c(=O)oc2cc(O)ccc12 returned Y pestis TopoI -1, PfHsp40 yeast -0.5, BoNT A protease 0.2, TcdB inh 0.1, Vc quorum ag -0.6, PrPC TRFRET -1, Anthrax LF inh2 8, PriA SSB inh -8 and 3CLpro inhibitor 2.
CC[C@]12c3[nH]c4cc(CCC(=O)N(C)C)ccc4c3CCN1C(=O)[C@@H](CC(=O)NC/C=C(\C)CCC=C(C)C)C[C@@H]2C(=O)N1CCN(C(=O)c2ccco2)CC1 was read as Y pestis TopoI 19, PfHsp40 yeast -1.9, BoNT A protease -0.8, Vc quorum ag inactive, Anthrax LF inh2 -10 and PriA SSB inh 11.
Screening Clc1ccc(SCc2cn3cccnc3n2)cc1 returned Y pestis TopoI 3, PfHsp40 yeast 0.1, BoNT A protease -0.3, Vc quorum ag -0.4, PrPC TRFRET 0, Anthrax LF inh2 -4, PriA SSB inh 4 and 3CLpro inhibitor 1.
CC(NC(=O)c1ccccc1O)c1ccccc1 (stereo not given) was read as Y pestis TopoI -1, PfHsp40 yeast -1.0, BoNT A protease -0.6, Vc quorum ag -11, PrPC TRFRET 0, Anthrax LF inh2 3, PriA SSB inh -25 and 3CLpro inhibitor 4.
O=S(=O)(NCc1ccc(Cl)cc1)NCc1ccccc1F was read as Y pestis TopoI -1, PfHsp40 yeast 0.9, BoNT A protease 0.5, TcdB inh 0.8, Vc quorum ag -0.5, PrPC TRFRET -3, Anthrax LF inh2 -1, PriA SSB inh -13 and 3CLpro inhibitor 0.
`COc1cccc(C(=O)Nc2ccccc2OC(F)(F)F)c1` gave Y pestis TopoI 7, PfHsp40 yeast -1.2, BoNT A protease 0.0, TcdB inh -0.1, Vc quorum ag -0.4, PrPC TRFRET 4, Anthrax LF inh2 -6, PriA SSB inh -16 and 3CLpro inhibitor -1.
For CCOC(=O)c1ccccc1NC(=O)COC(=O)C(CC)Oc1ccccc1 (stereo not given) the results were Y pestis TopoI 38, BoNT A protease 0.7, TcdB inh 1.0, Vc quorum ag -0.3, PrPC TRFRET -2 and Anthrax LF inh2 2.
`COc1ccc(OCC(=O)Nc2ncc3c(n2)CC(C)(C)CC3=O)cc1` gave Y pestis TopoI -6, PfHsp40 yeast -1.1, BoNT A protease inconclusive, Vc quorum ag -2.5, PrPC TRFRET 2, Anthrax LF inh2 -2, PriA SSB inh -9 and 3CLpro inhibitor 2.
O=C(Nc1ccc(N2CCN(C(=O)c3ccco3)CC2)cc1)c1ccc(F)cc1 was read as Y pestis TopoI -4, PfHsp40 yeast 0.1, BoNT A protease 0.2, Vc quorum ag inactive, PrPC TRFRET 4, Anthrax LF inh2 5, PriA SSB inh 8 and 3CLpro inhibitor 2.
Screening Clc1ccccc1Cn1nnc2c(N3CCOCC3)nc(C3CC3)nc21 returned Y pestis TopoI 9, PfHsp40 yeast 2.0, BoNT A protease -0.1, Vc quorum ag -0.4, PrPC TRFRET -1, Anthrax LF inh2 -4, PriA SSB inh 1 and 3CLpro inhibitor -3.
`O=[N+]([O-])c1ccc(O)c(-c2nc(-c3ccccc3)c(-c3cccs3)[nH]2)c1` gave Y pestis TopoI -3, PfHsp40 yeast -0.3, BoNT A protease -1.2, Vc quorum ag -1.0, PrPC TRFRET 1, Anthrax LF inh2 -14, PriA SSB inh -8 and 3CLpro inhibitor 1.
